# From PubChem
# TDP-43 yeast inh – TDP-43 toxicity inhibition in yeast. TDP-43 expressing yeast growth rescue, BacTiter-Glo, 24 h. Potency, µM (highest dose often 46.1 µM), without a hit: at the top dose growth rescue (activation), most hits filed as activators. 1.8% of 410,000 active; further: % of control where 0% means no effect; nearly all actives have a fitted effect of over 50% in size
#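 Readout is BacTiter-Glo luminescence of cell growth, so inhibitors register as activators. TDP-43-expressing yeast at OD600=0.02 in galactose medium, after raffinose pregrowth to mid-log, were incubated with compound for 24 hr at 30 deg C.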
# FUS yeast rescue – FUS proteinopathy suppression in yeast; S. cerevisiae FUS-expressing, growth rescue, OD600, 24 h; Potency, µM (top dose mostly 76.6 µM), without a hit: at the top dose growth rescue (activation), hits mostly activators; 0.24% of 390,000 active;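 further: plate controls were DMSO vehicle for no effect and reference control for full effect; nearly all actives have a fitted effect of over 55% in size; some results filed as inactive show a strong effect at the top dose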
#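 Steps: raffinose overnight preculture; dilution to OD 0.005 in 2% galactose minimal medium; compound addition (concentration series); 24hr at 30C, 99% humidity; absorbance read at 600 nm.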
# PTHR1 ag – PTHR1 (human) receptor agonism | Q03431 | HEK293 GP2 PTHR1 cells, GloSensor cAMP luminescence, 1 h | Potency, µM (highest dose often 115 µM), inactives show top-dose activation, actives largely listed as activators | 0.075% of 410,000 active | AID 743266; further: nearly all actives have a fitted effect of over 55% in size; some results filed as inactive show a strong effect at the top dose; inactives centre near -15; many of its hits are not listed in these tables
#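 HEK-293-derived GP2 cells expressing PTHR1 and a GloSensor cAMP reporter, 3,000/well, plated overnight, given luciferin plus IBMX (each 0.5 mM as added) for 1 h at 37 °C, then compound for 1 h at 37 °C. Luminescence was read after 15 min at room temperature.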
# * = called active by the depositor; i = inactive; ? = inconclusive; [ ] = remark or other dose. The call rests on the fitted dose curve; in most records, active means well fitted curve in the direction sought with a large enough effect; inconclusive means small, poorly fitted or top-dose-only effect, or another doubt; inactive means no such curve, though single readings can be large; an effect the other way counts as inactive or inconclusive. Potency means the concentration at half of the fitted maximal effect. A portion of the library (hit frequency here may not be typical).
1. CCOc1ccc(Nc2nc3cc(Cl)c(Cl)cc3nc2-n2nc(C)cc2C)cc1
2. C#CCn1c(=NC(=O)c2ccc3c(c2)OCCO3)sc2cc(OC)c(OC)cc21
3. CSc1ccc(CNC(=O)Cn2nc(N3CCN(c4ccccc4)CC3)ccc2=O)cc1
4. CCCc1nn2c(=O)cc(COC(=O)c3cccs3)nc2s1
5. CC(=O)Nc1ccccc1-c1nc2ccccc2n(Cc2cccc(Br)c2)c1=O
6. CCOC(=O)c1cccc(NC(=O)Cn2cnc3nc4c(cc3c2=O)CCCC4)c1
7. CCOc1ccccc1CNS(=O)(=O)c1cc(-c2onc(C)c2C)ccc1OC
8. COc1ccc(OC)c(NC(=O)Cn2c(=O)oc3cc(S(=O)(=O)NCc4ccccc4)ccc32)c1
Screen / compound no.	1	2	3	4	5	6	7	8
TDP-43 yeast inh	10.2%	15.2%	14.3%	27.6%	20.5%	-4.6%	21.9%	10.2%
FUS yeast rescue	-0.6%	-17.5%	9.1%	3.0%	-12.1%	29.6%	?	11.7%
PTHR1 ag	16.2%	-22.4%	-35.5%[inhibitor]	-11.0%	i	i	-1.7%	-21.0%

# Reprinted from the part before: four entries, then new ones.
5. CC(=O)Nc1ccccc1-c1nc2ccccc2n(Cc2cccc(Br)c2)c1=O
6. CCOC(=O)c1cccc(NC(=O)Cn2cnc3nc4c(cc3c2=O)CCCC4)c1
7. CCOc1ccccc1CNS(=O)(=O)c1cc(-c2onc(C)c2C)ccc1OC
8. COc1ccc(OC)c(NC(=O)Cn2c(=O)oc3cc(S(=O)(=O)NCc4ccccc4)ccc32)c1
9. COc1ccc(CCNC(=O)C2=C(C)C(=O)OC23CCCCC3)c(OC)c1
10. Cc1ccccc1NC(=O)/C(C#N)=C/c1ccc(Cl)cc1Cl
11. COc1ccc(Cc2nc3ccc(C(=O)NCc4ccc(OC)cc4OC)cc3o2)cc1
12. Cc1ccccc1NC(=O)CCn1nc(-c2ccc(Cl)cc2)c2ccccc2c1=O
13. CCOC(=O)c1cccc(NC(=O)NC2COc3ccccc3C2)c1 (stereo not drawn)
14. Cc1cc(OCC(=O)NCC2(N(C)C)CCCCC2)cc(C)c1Cl
15. O=C(CCCn1c(=O)[nH]c2ccsc2c1=O)N1CCN(c2ccc(Cl)cc2)CC1
Screen / compound no.	5	6	7	8	9	10	11	12	13	14	15
TDP-43 yeast inh	20.5%	-4.6%	21.9%	10.2%	?	7.2%	19.2%	?	-4.2%	-6.9%	20.7%
FUS yeast rescue	-12.1%	29.6%	?	11.7%	7.7%	3.6%	?	26.8%	-20.3%	-4.5%	-33.4%
PTHR1 ag	i	i	-1.7%	-21.0%	i	-11.0%	1.5%	-17.9%	-5.9%	-18.7%	-39.3%[inhibitor]

# An excerpt from above in order of formula weight, largest number first.
15. O=C(CCCn1c(=O)[nH]c2ccsc2c1=O)N1CCN(c2ccc(Cl)cc2)CC1
9. COc1ccc(CCNC(=O)C2=C(C)C(=O)OC23CCCCC3)c(OC)c1
10. Cc1ccccc1NC(=O)/C(C#N)=C/c1ccc(Cl)cc1Cl
Screen / compound no.	15	9	10
TDP-43 yeast inh	20.7%	?	7.2%
FUS yeast rescue	-33.4%	7.7%	3.6%
PTHR1 ag	-39.3%[inhibitor]	i	-11.0%
